From PubChem
PME-1 inh – PME-1 (human) inhibition. recombinant PME-1, FP-Rh probe fluorescence polarization. inhibition, % at 5.9 µM. 320,000 compounds, 0.53% hits. AID 2130;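 active = inhibition above the campaign mean of all compounds plus 3 SD, cut at about 26% in these data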;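 also: competitive labeling of PME-1 active site by serine hydrolase directed probe; 0% = PME-1 with DMSO and 100% = wells lacking PME-1 enzyme; inhibitors block probe labeling so polarization falls and inhibition rises; many of its hits are not listed in these tables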
PAFAH1B3 inh – PAFAH1B3 (human) inhibition; inhibition, % at 3.39 µM; 340,000 compounds, 0.28% hits; Q15102; recombinant PAFAH1B3, FP-rhodamine probe, fluorescence polarization; AID 492972;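 active = inhibition above the screen-wide average of all tested compounds plus 3 SD, cut at about 25% in these data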;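 also: 0% = enzyme with DMSO only and 100% = wells lacking PAFAH1B3 protein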
LYPLA2 counter – blocks human lysophospholipase 2, a PME1 counter-screen; O95372; recombinant LYPLA2, FP-Rh probe fluorescence polarization; inhibition, % at 5.9 µM; 320,000 compounds, 0.38% hits;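 active = inhibition above the screen-wide mean plus 3 SD, limit set per campaign, cut at about 26% in these data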;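 also: 0% = LYPLA2 with DMSO and 100% = wells lacking LYPLA2 enzyme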
Target sequence (O95372 whole entry, looked up): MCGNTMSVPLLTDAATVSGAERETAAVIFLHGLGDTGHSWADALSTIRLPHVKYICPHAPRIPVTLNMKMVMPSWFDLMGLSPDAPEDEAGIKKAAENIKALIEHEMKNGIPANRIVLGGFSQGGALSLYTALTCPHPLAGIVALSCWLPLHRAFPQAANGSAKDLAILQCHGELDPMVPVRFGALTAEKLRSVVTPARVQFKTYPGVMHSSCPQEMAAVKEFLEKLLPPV
pPAFAH FP inh – inhibitors of human plasma PAF acetylhydrolase (pPAFAH); recombinant pPAFAH, FP-rhodamine probe fluorescence polarization; inhibition, % at 3.39 µM; 330,000 compounds, 1.5% hits; Q13093;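 active = inhibition above the mean inhibition across the screen plus 3 SD, cut at about 25% in these data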;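 also: inhibitors block binding of the rhodamine activity-based probe so polarization drops; 0% = enzyme with DMSO and 100% = wells lacking pPAFAH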
PAD4 FP inh – blocks human protein arginine deiminase 4; Q9UM07; recombinant PAD4, RCA probe fluorescence polarization; AID 485272; inhibition, % at 6.36 µM; 330,000 compounds, 0.41% hits;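 active = percent inhibition above a cutoff equal to the mean of all tested compounds plus 3 SD, cut at about 15% in these data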;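 also: 0% = PAD4 with RCA probe and DMSO and 100% = probe without PAD4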
PAFAH1B2 FP inh – blocks human PAF acetylhydrolase 1b catalytic subunit 2. P68402. recombinant PAFAH1B2, FP-rhodamine activity probe, fluorescence polarization. inhibition, % at 3.39 µM. 340,000 compounds, 1.2% hits. AID 492953;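 active = inhibition above the mean of all tested compounds plus 3 SD, cut at about 24% in these data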;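 also: 0% = enzyme with DMSO and 100% = wells lacking PAFAH1B2; many of its hits are not listed in these tables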
LYPLA1 inh – blocks human lysophospholipase 1, a PME1 counter-screen. inhibition, % at 5.9 µM. 320,000 compounds, 0.16% hits. O75608. recombinant LYPLA1, FP-Rh probe fluorescence polarization;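 active = inhibition above the mean of all tested compounds plus 3 SD, set per campaign, cut at about 14% in these data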;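 also: inhibitors block serine hydrolase probe labeling of LYPLA1 so polarization falls; 0% = enzyme with DMSO and 100% = wells lacking LYPLA1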
GSTO1 counter – counter-screen for RBBP9 inhibitors: inhibitors of human GSTO1 | recombinant GSTO1, activity-based probe fluorescence polarization | 300,000 compounds, 1.1% hits | AID 1974 | inhibition, % at 5.96 µM | P78417;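 active = inhibition above the campaign mean inhibition plus 3 SD, cut at about 35% in these data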;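 also: 0% = GSTO1-1 with DMSO and 100% = wells lacking GSTO1-1 enzyme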
Target sequence (P78417 whole entry, looked up): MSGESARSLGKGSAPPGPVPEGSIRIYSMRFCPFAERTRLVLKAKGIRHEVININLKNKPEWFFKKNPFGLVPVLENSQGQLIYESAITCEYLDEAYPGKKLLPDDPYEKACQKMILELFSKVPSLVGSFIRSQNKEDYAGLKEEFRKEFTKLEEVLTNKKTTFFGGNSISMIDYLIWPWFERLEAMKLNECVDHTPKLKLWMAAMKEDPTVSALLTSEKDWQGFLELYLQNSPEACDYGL
PREPL inhibitor – inhibits the human prolyl oligopeptidase-like enzyme | Q4J6C6 | recombinant PREPL, fluorescence polarization activity-based probe | inhibition, % at 5.96 µM | 320,000 compounds, 0.68% hits | AID 2751; in the data active = inhibition above about 43%;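 also: 0% = enzyme with DMSO and 100% = wells lacking enzyme; many of its hits are not listed in these tables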
Active calls of the source: *; . = not tested or not shown.

SMILES	PME-1 inh	PAFAH1B3 inh	LYPLA2 counter	pPAFAH FP inh	PAD4 FP inh	PAFAH1B2 FP inh	LYPLA1 inh	GSTO1 counter	PREPL inhibitor
COc1cccc(/C=N/NC(=O)CSc2ccccc2C)c1O	2	4	0	7	-2	9	-3	-1	0
CCOc1cccc(/C=C/c2ccc3cccc(O)c3n2)c1OC	-6	1	-8	-18	-1	6	-5	15	8
NC(=O)c1c(NC(=O)CN2CCCC2)sc2c1CCCC2	-3	2	9	7	-1	0	3	-2	1
COc1ccc(CNC(=O)C2CCCN(S(=O)(=O)c3c(C)nn(C)c3C)C2)cc1 (centres undefined)	-1	-4	-7	-9	-4	3	-2	8	-6
COc1ccc(C(=O)OCCN2CCCCC2)cc1	-1	7	5	2	3	6	5	2	17
Cc1ccc(NC(=O)c2noc3c2CCCCC3)cc1	5	14	4	5	-8	1	3	-5	6
O=[N+]([O-])c1ccc(Oc2ncccn2)cc1	-4	.	2	-5	4	.	2	-5	9
CCOC(=O)c1cnn(-c2ccccc2)c1-c1ccncc1	2	-4	4	-3	-1	-3	0	7	1
CCCn1c(SC2C(=O)CC(C)(C)CC2=O)nc2c1c(=O)n(C)c(=O)n2C	0	9	-1	0	-7	3	0	3	2
COc1ccc(NC(=O)CN2CCN(C(=S)NC3CCCC3)CC2)cc1	6	10	-2	-5	-3	6	2	0	5
O=C(CCCC(=O)N1CCN(c2cccc(Cl)c2)CC1)c1ccccc1	4	0	24	4	-2	8	8	0	-31
CC1(C)N=C(c2cccs2)C(C)(C)N1O	-2	6	5	3	1	2	1	-8	-6
CC(=O)N[C@@H](C)C(=O)N1CCN(S(=O)(=O)c2ccc(Cl)cc2)CC1	3	-2	2	3	0	18	1	9	-2
O=C(Nc1nc2c(s1)CCCC2)c1cccs1	-8	5	-1	-1	1	1	0	1	-6
O=C(Nc1ccc(N2CCN(C(=O)c3ccco3)CC2)cc1)c1cc(Br)ccc1Cl	11	0	44*	1	1	7	7	.	11
Cc1ccc(NC(=O)/C=C/c2ccco2)nc1	0	-3	1	0	-4	1	-1	2	1
COc1cccc(CNC(=O)Cn2c(=O)oc3ccccc32)c1OC	2	2	-1	2	-3	1	1	-1	-8
O=C(CN1C(=O)NC2(CCCCCCC2)C1=O)Nc1ccc(Br)cc1Br	-4	-4	-8	1	3	7	-3	.	0
Cc1cccc(NC(=O)COc2cccc3c2CCN(C)C3=O)c1C	-5	2	2	3	-2	7	2	4	-10
Cc1ccc(-n2c(SCC(=O)Nc3cc(C)on3)nc3ccccc3c2=O)cc1	-1	1	-2	-4	-3	5	0	3	11

An excerpt from above in order of length of the SMILES, falling:
SMILES	PME-1 inh	PAFAH1B3 inh	LYPLA2 counter	pPAFAH FP inh	PAD4 FP inh	PAFAH1B2 FP inh	LYPLA1 inh	GSTO1 counter	PREPL inhibitor
CC(=O)N[C@@H](C)C(=O)N1CCN(S(=O)(=O)c2ccc(Cl)cc2)CC1	3	-2	2	3	0	18	1	9	-2
CCCn1c(SC2C(=O)CC(C)(C)CC2=O)nc2c1c(=O)n(C)c(=O)n2C	0	9	-1	0	-7	3	0	3	2
Cc1ccc(-n2c(SCC(=O)Nc3cc(C)on3)nc3ccccc3c2=O)cc1	-1	1	-2	-4	-3	5	0	3	11
O=C(CN1C(=O)NC2(CCCCCCC2)C1=O)Nc1ccc(Br)cc1Br	-4	-4	-8	1	3	7	-3	.	0
O=C(CCCC(=O)N1CCN(c2cccc(Cl)c2)CC1)c1ccccc1	4	0	24	4	-2	8	8	0	-31
COc1ccc(NC(=O)CN2CCN(C(=S)NC3CCCC3)CC2)cc1	6	10	-2	-5	-3	6	2	0	5
Cc1cccc(NC(=O)COc2cccc3c2CCN(C)C3=O)c1C	-5	2	2	3	-2	7	2	4	-10
CCOc1cccc(/C=C/c2ccc3cccc(O)c3n2)c1OC	-6	1	-8	-18	-1	6	-5	15	8
NC(=O)c1c(NC(=O)CN2CCCC2)sc2c1CCCC2	-3	2	9	7	-1	0	3	-2	1
O=[N+]([O-])c1ccc(Oc2ncccn2)cc1	-4	.	2	-5	4	.	2	-5	9
Cc1ccc(NC(=O)/C=C/c2ccco2)nc1	0	-3	1	0	-4	1	-1	2	1
CC1(C)N=C(c2cccs2)C(C)(C)N1O	-2	6	5	3	1	2	1	-8	-6

(list continues)
SMILES	PME-1 inh	PAFAH1B3 inh	LYPLA2 counter	pPAFAH FP inh	PAD4 FP inh	PAFAH1B2 FP inh	LYPLA1 inh	GSTO1 counter	PREPL inhibitor
O=C(COc1ccccc1)NNC(=O)c1ccc(Cl)cc1	-2	7	-4	0	3	0	-3	.	3
Cc1c(C(=O)O)sc(=S)n1CCOc1ccccc1	-1	1	7	4	-2	4	10	-2	3
CCCOC(=O)C1[C@H]2C(=O)N(CCCOC)C[C@]23C=C[C@H]1O3 (some centres undefined)	5	1	-4	4	-2	3	-2	1	8
O=C(Cn1cc(C(F)(F)F)ccc1=O)NC(c1ccccc1)c1ccccc1	4	-1	1	-3	0	-2	-1	3	1
CC(C)(Cl)C1Cc2cc3ccc(=O)oc3cc2O1 (centres undefined)	-4	-2	-3	0	-3	6	-2	-3	-11
O=C(NC1CC(=O)c2sccc21)c1ccc(Cl)cc1Cl (centres undefined)	4	6	2	1	0	-2	1	10	0
Cc1nc(-c2cccc(N)c2)cs1	0	1	2	-2	5	3	1	9	7
COc1cc(NC(=O)c2ccccc2)ccc1NC(=O)c1cc2ccccc2o1	6	8	-11	1	-5	9	-1	-2	4
CC(C)Cc1cc(C(=O)Nc2ccc3c(c2)OCO3)no1	1	4	4	8	-2	5	-1	-4	-6
CC(=O)C1=C(C)NC(=O)NC1c1ccc2c(c1)OCO2 (centres undefined)	-6	9	-3	6	-7	7	3	1	8

Reformatted with two lines to a compound: 2 of the compounds above
Sequence of screens: PME-1 inh | PAFAH1B3 inh | LYPLA2 counter | pPAFAH FP inh | PAD4 FP inh | PAFAH1B2 FP inh | LYPLA1 inh | GSTO1 counter | PREPL inhibitor
> O=C(COc1ccccc1)NNC(=O)c1ccc(Cl)cc1
    -2 | 7 | -4 | 0 | 3 | 0 | -3 | . | 3
> Cc1c(C(=O)O)sc(=S)n1CCOc1ccccc1
    -1 | 1 | 7 | 4 | -2 | 4 | 10 | -2 | 3

This is a subset; count on the stated rates, not on these rows.
